# Compound activity: PubChem, several laboratories
# GRK2 aptamer HTS: compounds blocking aptamer binding on GRK2 – biochemical, human GRK2, bead flow cytometry, HTS, primary screen; Beta-adrenergic receptor kinase 1 (Homo sapiens), P25098; FAM-aptamer displacement from GRK2; inhibition of aptamer binding, % at 10 µM; actives 0.59% (n = 330,000); AID 488847, 2010;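 active = inhibition of aptamer binding above 40%, roughly 3 SD of noise, on plates passing a quality check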;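 also: median bead fluorescence of bound FAM aptamer so fluorescent compounds give negative values; no value below 0 was filed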
# proCasp3 act: activators of human procaspase-3 D3A mutant, primary screen, biochemical, absorbance, PC-3 D3A mutant, single concentration; activation, % at 8.5 µM; recombinant procaspase-3 D3A, Ac-DEVD-pNA absorbance 405 nm; actives 0.11% (n = 330,000);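 active = activation above the mean of all tested compounds plus 3 SD, cut at about 21% in these data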;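 also: 0% = DMSO alone and 100% = DMSO wells spiked with extra 5 µM PC-3 D3A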
#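 Test system: Procaspase-3 D3A mutant, all three cleavage aspartates alanine | Dosing: Single dose, 8.5 µM nominal compound, 0.8% DMSO | Schedule: 1 h preincubation, 2 h reaction | Technique: 405 nm absorbance of p-nitroaniline, reads at 0 and 120 min | Repeats: One well per compound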
# PP5 inh: PP5 phosphatase inhibitors, primary screen, biochemical, fluorescence. actives 0.18% (n = 320,000). AID 1987, 2009. purified PP5c, OMFP substrate fluorescence. inhibition, % at 6.7 µM;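 active = inhibition above the campaign's mean inhibition across all tested compounds plus 3 SD, cut at about 9.5% in these data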;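 also: 0% = DMSO only and 100% = 100 µM cantharidin control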
# GASC-1 inh: inhibitors of GASC-1 histone demethylase, primary screen, biochemical, fluorescence, DELFIA europium | Lysine-specific demethylase 4C (Homo sapiens), Q9H3R0 | GST-JMJD2C(1-420) H3K9me3 demethylation | inhibition, % at 2.35 µM | actives 0.069% (n = 330,000);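 active = more than half of a compound's replicate wells show inhibition beyond 50%, single wells judged on their own value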;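 also: signal counts dimethyl H3K9 product captured on neutravidin plate; 0% = median of DMSO wells and 100% = 0.3 times that DMSO median; strong numbers were not always called active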
# PP1 inh: PP1-alpha phosphatase inhibitors, primary screen, counter-screen for PP5 inhibitor project, biochemical, fluorescence, OMFP substrate, single point; Serine/threonine-protein phosphatase PP1-alpha catalytic subunit (Homo sapiens), P62136; inhibition, % at 6.7 µM; purified PP1alpha; actives 0.9% (n = 320,000);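 active = inhibition above the mean inhibition of all tested compounds plus 3 SD, computed separately for each screening campaign, cut at about 15% in these data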
# core dimer inh: inhibitors of HCV core protein dimerization, primary screen, biochemical, TR-FRET, high-throughput | inhibition, % at 5 µM | actives 0.33% (n = 300,000) | AID 1899, 2009 | TR-FRET GST/Flag-core106 dimerization, 1536-well;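 active = inhibition above the mean of all tested compounds plus 3 SD, set per screening campaign, cut at about 45% in these data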
#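 Material: Tagged HCV core106 pair (GST and Flag) | Amount: GST-core106 13.5 nM, Flag-core106 17 nM | Medium: KF-containing HEPES buffer, pH 7.45, DTT, CHAPS, BSA | Reagent: Eu donor and XL665 acceptor anti-tag antibodies | Schedule: 4 h at 22.5 °C | Technique: Time-resolved FRET, ex 340 nm, em 617 and 671 nm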
# Fh CTSL1 inh: Fasciola hepatica cathepsin L1 inhibitors, primary screen, counter-screen for PFM18AAP inhibitor project, biochemical, QFRET, fluorogenic peptide substrate. inhibition, % at 5.96 µM. recombinant F. hepatica cathepsin L1, Z-Leu-Arg-MCA fluorescence. actives 0.49% (n = 300,000). AID 1906, 2009;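 active = inhibition above the mean of all tested compounds plus 3 SD, set per screening campaign, cut at about 17% in these data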;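 also: 0% = plate median of test compound wells and 100% = 1 µM Z-Phe-Ala-diazomethylketone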
# VLA-4 inh: inhibition in human VLA-4 binding assay, primary screen, VLA-4 allosteric modulator project, MLPCN library, flow cytometry, VLA-4 expressing cells | AID 2557, 2010 | Integrin alpha-4 (Homo sapiens), P13612 | inhibition, % (about 7 µM as worked out from the volumes in the protocol) | ligand binding flow cytometry | actives 0.2% (n = 330,000); in the data active = inhibition above about 50%
# Target sequence (P13612 whole entry, looked up): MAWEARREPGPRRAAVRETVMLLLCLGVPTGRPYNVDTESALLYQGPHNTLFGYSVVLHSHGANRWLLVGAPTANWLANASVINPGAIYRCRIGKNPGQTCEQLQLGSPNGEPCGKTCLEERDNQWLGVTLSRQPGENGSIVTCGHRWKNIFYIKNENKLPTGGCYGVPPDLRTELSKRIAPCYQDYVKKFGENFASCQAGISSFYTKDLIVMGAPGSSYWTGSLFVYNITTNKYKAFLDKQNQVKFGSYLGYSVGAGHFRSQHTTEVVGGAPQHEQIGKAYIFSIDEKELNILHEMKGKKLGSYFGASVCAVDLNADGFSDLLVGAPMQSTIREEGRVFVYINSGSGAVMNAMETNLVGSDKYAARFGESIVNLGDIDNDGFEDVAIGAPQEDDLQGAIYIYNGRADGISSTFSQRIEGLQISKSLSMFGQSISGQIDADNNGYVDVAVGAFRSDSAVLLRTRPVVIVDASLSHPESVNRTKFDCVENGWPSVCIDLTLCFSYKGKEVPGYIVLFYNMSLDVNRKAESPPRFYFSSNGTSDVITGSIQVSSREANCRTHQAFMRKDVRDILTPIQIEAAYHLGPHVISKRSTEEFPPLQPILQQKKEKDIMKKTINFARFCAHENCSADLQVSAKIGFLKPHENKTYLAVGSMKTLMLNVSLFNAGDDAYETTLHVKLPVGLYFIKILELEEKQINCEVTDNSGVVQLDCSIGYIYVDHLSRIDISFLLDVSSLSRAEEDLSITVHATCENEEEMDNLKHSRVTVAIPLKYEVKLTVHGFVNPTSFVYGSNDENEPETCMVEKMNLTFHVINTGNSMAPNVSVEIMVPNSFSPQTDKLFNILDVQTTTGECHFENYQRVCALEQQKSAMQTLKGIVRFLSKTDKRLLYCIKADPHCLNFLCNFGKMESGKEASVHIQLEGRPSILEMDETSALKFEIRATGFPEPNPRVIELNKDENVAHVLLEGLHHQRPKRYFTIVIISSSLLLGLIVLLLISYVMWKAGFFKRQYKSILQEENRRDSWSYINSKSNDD
# procasp7 counter: procaspase-7 activators, primary screen, counter-screen for procaspase-3 activator project, biochemical, absorbance, HTS, human; recombinant procaspase-7, Ac-DEVD-pNA absorbance 405 nm; D23A/D198A/D206A triple mutant, cannot self-cleave; scale: DMSO 0, 5 µM enzyme 100; actives 0.093% (n = 330,000); AID 463210, 2010; activation, % at 8.5 µM;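 active = percent activation above the screen-wide mean plus 3 SD, cut at about 25% in these data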
#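 Detection: p-Nitroaniline absorbance at 405 nm, read at 0 and 120 min; system: Uncleavable procaspase-7 mutant enzyme; evaluation: % activation from two-timepoint absorbance difference, scaled to controls; times: 1 h enzyme–compound preincubation and 2 h substrate reaction, both 25 °C; buffer or medium: Zinc-free HEPES pH 7.4 with 300 mM NaCl, 0.01% Triton X-100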
# The depositor's hits bear a star; i = inactive; . = no result given; & = joins results of further samples. Outcome played no part in choosing rows (roughly 2.6% active in at least one column).
molecule	GRK2 aptamer HTS	proCasp3 act	PP5 inh	GASC-1 inh	PP1 inh	core dimer inh	Fh CTSL1 inh	VLA-4 inh	procasp7 counter
Cc1ccccc1-c1cc(=O)c2c(O)cccc2o1	0.0	-2.1	-0.4	i	0.4	9.4	4.4	-9.7	2.6
Cn1c(SCC(=O)Nc2sccc2C(N)=O)nc2ccccc2c1=O	0.0	0.8	.	-5.0	.	.	.	5.8	-1.1
COc1ccc(CCNC(=O)C(CC(C)C)NC(N)=O)cc1 (configuration not stated)	1.0	2.1	-0.7	-4.9	-2.0	-1.8	2.6	3.4	0.5
COC(=O)CSC1=C(C#N)C(c2ccc(F)cc2)CC(=O)N1 (configuration not stated)	0.0	7.2	-0.2	-15.4	-2.5	-2.4	0.7	20.2	-0.2
COc1ccc2oc(C(=O)Nc3nnc(C)s3)c(C)c2c1	0.0	8.4	1.7	-3.1	1.4	.	.	11.2	6.3
CCOC(=O)c1c(NC(=O)CSC2=NN3CCCC(=O)N=C3S2)sc2c1CCCCC2	0.0	4.7	1.4	-0.6	-4.6	17.5	-0.3	11.6	-2.9
C=CCNC(=O)c1cc(-c2ccc(Br)cc2)on1	0.0	-5.3	2.9	1.6	1.2	15.9	1.4	-3.5	-7.9
NC(=O)c1ccccc1NC(=O)COC(=O)CSCc1cccc(Cl)c1	0.0	3.1	.	-4.1	.	.	.	8.3	-0.8

# Going on with the list.
molecule	GRK2 aptamer HTS	proCasp3 act	PP5 inh	GASC-1 inh	PP1 inh	core dimer inh	Fh CTSL1 inh	VLA-4 inh	procasp7 counter
CC1CCN(C(=O)c2ccccc2NC(=O)Cc2ccccc2)CC1	1.0	-0.2	0.0	4.3	0.6	7.2	-1.2	1.9	4.4
CCC(=O)Nc1nnc(SCC(=O)Nc2cccc(Cl)c2)s1	2.0	4.5	1.9	27.7	2.4	-2.0	0.6	-1.1	8.4
CCC(NC(=O)c1ccccc1NC(=O)c1ccco1)C(=O)NNC(=O)c1ccc(OC)cc1 (configuration not stated)	1.0	0.8	-1.6	3.3	-4.4	-8.9	3.5	-1.0	-7.0
Cc1nc2sc(-c3ccccc3)nn2c(=O)c1Br	0.0	-1.7	1.2	1.2	-5.8	5.3	-4.3	4.4	7.3
COc1ccccc1-c1nnc2sc(-c3cnccn3)nn12	17.0	3.1	2.0	i	-3.2	-101.1	-2.0	-5.1	-2.6
O=S(=O)(c1ccc(Oc2ccc(S(=O)(=O)N3CCOCC3)cc2)cc1)N1CCOCC1	4.0	-0.3	3.0	13.7&7.5	-1.7	-3.0	-5.1	-8.1	3.9
Cc1nnc(-c2cnn(-c3ccccc3)c2N)n1Cc1ccc(F)cc1	0.0	-0.8	1.2	8.6	-3.2	-13.2	2.1	-13.6	11.0
N#Cc1ccccc1OCC(=O)NC(=O)NCc1ccccc1	0.0	0.4	-0.3	15.1	2.4	-1.0	2.9	6.3	-3.2

# Following part.
molecule	GRK2 aptamer HTS	proCasp3 act	PP5 inh	GASC-1 inh	PP1 inh	core dimer inh	Fh CTSL1 inh	VLA-4 inh	procasp7 counter
N#CC1=C(N)N(c2ccccc2)C2=C(C(=O)CCC2)C1c1ccsc1 (configuration not stated)	0.0	-14.3	-1.8	-3.9	-5.3	6.8	3.6	-0.1	-13.2
O=C(NCCCCc1ccccc1)C1CCCC1	2.0	3.9	0.5	4.0	-0.6	-7.8	-0.1	22.6	0.9
Cc1ccccc1OCC(=O)Nc1ccc2c(c1)OCO2	2.0	-0.9	3.6	2.1	0.8	6.4	-1.6	8.6	4.8
Cc1cc(C)n2cc(CSCc3ccccc3)nc2n1	2.0	7.0	1.1	2.0	-1.8	-10.8	5.3	4.4	7.3
Clc1ccc2c(N/N=C/c3cccc(Br)c3)ccnc2c1	73.0*	-44.4	0.6	-1.1	7.3	3.2	2.5	-11.8	-20.8
Cc1ccc(C)c(S(=O)(=O)N2CCCOC2CNC(=O)C(=O)NCCCN2CCOCC2)c1 (configuration not stated)	4.0	1.5	0.7	-9.9	-1.5	2.3	4.1	-7.9	9.2
CCc1ccc(C(=O)NNC(=O)CCC2CCCCC2)cc1	18.0	-2.2	0.4	-37.7	-3.1	8.9	-1.5	9.2	4.0
O=C(c1cnc2n(c1=O)CCS2)N1CCN(C(c2ccccc2)c2ccc(Cl)cc2)CC1 (configuration not stated)	0.0	1.1	0.3	10.0	0.6	16.3	-1.1	-9.2	5.2

# (listing goes on)
molecule	GRK2 aptamer HTS	proCasp3 act	PP5 inh	GASC-1 inh	PP1 inh	core dimer inh	Fh CTSL1 inh	VLA-4 inh	procasp7 counter
CCOC(=O)NC(=O)CSc1cc(C)c2cc(C)cc(C)c2n1	1.0	-0.5	3.7	3.2	0.8	0.9	2.0	21.4	0.0
CCCC(=O)N(c1ccc(OCC)cc1)C1C=CS(=O)(=O)C1 (configuration not stated)	2.0	1.5	4.1	7.2	-6.5	2.1	-1.9	22.5	5.7
CC(C)CC(c1nnnn1C1CCCC1)N1CCC(C(N)=O)CC1 (configuration not stated)	0.0	-1.3	2.0	-8.8	0.7	-4.3	-0.6	20.0	5.3
O=C1COc2ccc(S(=O)(=O)N3CCCCC3)cc2N1	2.0	2.1	1.1	-6.5	-1.6	7.5	-5.2	-10.2	-0.6
O=c1cc(CO)oc(CN2CCN(c3ccccc3F)CC2)c1O	0.0	3.4	4.7	-2.5	-1.0	2.0	-0.9	14.1	-7.0
CC(=O)c1ccc(N2CCN(C(C)C(=O)Nc3ccc4c(c3)OCCO4)CC2)cc1 (configuration not stated)	0.0	2.9	.	-0.8	.	.	.	-6.4	-1.0
CC(=O)c1c(C(C)=O)c(C)n(-c2cccc([N+](=O)[O-])c2)c1C	1.0	1.1	3.0	-178.1	5.5	-12.2	-1.9	-1.3	1.3
O=C1CCc2cc(S(=O)(=O)NC(Cc3ccccc3)C(=O)NC3CCCC3)ccc2N1 (configuration not stated)	2.0	2.3	0.1	-5.9	3.5	-4.7	-2.5	12.7	3.0

# (more compounds)
molecule	GRK2 aptamer HTS	proCasp3 act	PP5 inh	GASC-1 inh	PP1 inh	core dimer inh	Fh CTSL1 inh	VLA-4 inh	procasp7 counter
CC(C)(C)OC(=O)NCc1ccc(CNC(=O)c2[nH]cnc2C(=O)N[C@@H](Cc2ccccc2)C(=O)OCc2ccccc2)cc1	1.0	1.0	2.8	2.5	12.8	6.1	1.5	14.7	-1.0
CC(=O)N(C)c1ccc(NC(=O)Nc2ccccc2C)cc1	0.0	7.9	0.7	4.7	-2.6	-3.4	-0.7	2.8	-2.9
Cc1cc(C(F)(F)F)n(-c2nc(C(=O)Nc3cccnc3)cs2)n1	1.0	14.7	0.6	1.3	-3.0	7.4	-0.6	6.0	-3.7
Cc1cccc(/C=N/NC(=O)c2ccc(NC(=O)c3ccccc3Cl)cc2)n1	1.0	0.4	1.7	-1.5	-1.4	-9.9	0.1	1.5	7.8
CCOC(=O)c1cc(-c2ccc(C)o2)n[nH]1	0.0	1.9	0.6	3.1	-3.1	-9.2	-2.1	10.4	-10.7
CC(C)c1ccc(NC(=S)NCCc2c[nH]c3ccccc23)cc1	0.0	-4.1	4.0	-0.8	4.4	6.4	2.7	-10.3	4.5
N#C/C(=C/c1ccc(C(=O)O)cc1)C(=O)Nc1ccccc1	3.0	-6.1	1.9	0.2	1.7	-6.4	4.7	7.3	3.2
Cn1c(SCc2cc(=O)[nH]c3ccccc23)nnc1-c1ccco1	0.0	6.7	1.1	2.3	-1.6	-4.5	-11.6	-0.9	7.2

# More results
molecule	GRK2 aptamer HTS	proCasp3 act	PP5 inh	GASC-1 inh	PP1 inh	core dimer inh	Fh CTSL1 inh	VLA-4 inh	procasp7 counter
O=C1c2cc(S(=O)(=O)NCCO)ccc2-c2ccc(S(=O)(=O)NCCO)cc21	1.0	-1.7	0.8	-3.2	-0.3	11.1	-0.7	20.6	1.7
COCCN(C(=O)c1csnn1)C(C(=O)NC1CCCCC1)c1cccs1 (configuration not stated)	1.0	1.3	0.3	-2.1	-1.9	1.1	-15.6	-2.3	-8.5
CC1CC(C)CN(CC(=O)NNC(=O)COc2ccc(Cl)cc2)C1 (configuration not stated)	1.0	9.8	1.6	7.9	-2.6	.	.	0.0	-1.1
Cc1cc(C(=O)OCC(=O)NC(C)C)c2ccccc2n1	0.0	-3.5	1.7	-0.1	-0.2	-6.2	-0.7	-4.5	6.9
Cc1ccc(NC2=NCC(=O)N2c2ccc3c(c2)OCCO3)c(C)c1	0.0	-7.7	-0.3	-8.8	1.3	-6.5	0.9	6.0	2.9
O=C(c1ccccc1)N1CCN(CC#Cc2ccccc2)CC1	0.0	-1.4	5.3	10.2	-0.6	5.5	-0.1	7.1	-15.5
COc1ccc(CCC(=O)N/N=C\c2cccs2)cc1	0.0	8.9	-2.4	1.5	-2.0	-1.7	2.3	-5.9	4.5
CC(OC(=O)CCCC(=O)Nc1ccc(F)cc1)C(=O)c1ccccc1 (configuration not stated)	0.0	3.6	1.1	-25.1	-2.1	-3.7	-34.9	7.5	-6.4

# Next section
molecule	GRK2 aptamer HTS	proCasp3 act	PP5 inh	GASC-1 inh	PP1 inh	core dimer inh	Fh CTSL1 inh	VLA-4 inh	procasp7 counter
N#CCOC(=O)c1sccc1-n1cccc1	0.0	5.8	0.9	-1.4	0.9	-1.9	0.4	19.0	7.6
CC(=O)Nc1ccc2c(c1)OCCOCCOc1cc(NC(C)=O)ccc1OCCO2	2.0	1.5	-2.5	6.9	3.8	8.5	6.4	2.7	-9.9
CNc1nc(C)c(C(=O)OCc2ccccc2)s1	0.0	2.5	4.9	-15.5	1.2	-2.2	3.3	1.1	2.2
CCOC(=O)c1c(-c2ccc(C)cc2)csc1NC1=NS(=O)(=O)c2ccccc21	5.0	7.7	0.1	6.4	-0.3	8.8	-0.3	-1.9	-7.1
COc1ccc(Cl)cc1NC(=O)N(C)Cc1c(C)nn(C)c1C	0.0	6.0	0.7	-2.3	-2.8	-4.4	-1.5	2.1	-5.8
NS(=O)(=O)c1ccc(CNC(=O)C23CC4CC(CC(C4)C2)C3)cc1	7.0	-0.6	0.7	12.7	-5.2	0.7	-6.1	14.1	5.2
O=C(Nc1cccc(Cl)c1)C1CC1c1ccccc1 (configuration not stated)	1.0	2.9	0.7	6.8	-4.4	2.6	-0.7	-2.1	12.1
